# VEEV TC-83 Vero: inhibitors of VEEV TC-83 cytopathic effect, confirmation, Vero cells (AID 588727); Vero cells, VEEV TC-83 cytopathic effect inhibition; higher % means a stronger effect; inhibition, % at 20 µM, or IC50 in µM where a hit was titrated; 0.13% of 350,000 active; in the data active = a potency from the dose series; inconclusive = inhibition mostly from about 14% at the one dose, without a potency; inactive = the rest, 99 in 100 with inhibition below about 12%; note: strong numbers were not always called active
# * marks the source's active call; other numbers are inactive results; i = inactive; u = inconclusive. These rows are one share of the data; the hit share may differ from the screen's.
SMILES,VEEV TC-83 Vero
CC1C(=O)N(Cc2cn(CCC3OCCO3)nn2)CCS(=O)(=O)N1Cc1ccc(-c2ccc(Cl)cc2)cc1 (centres undefined),1.8%
C[C@H]1CN([C@@H](C)CO)C(=O)CCCn2nncc2CO[C@@H]1CN(C)C(=O)c1ccccc1,1.7%
C[C@H](CO)N1C[C@H](C)[C@@H](CN(C)Cc2cncnc2)Oc2cc(Br)ccc2S1(=O)=O,2.3%
COc1ccc(/C=C/C(=O)OCC(=O)N2c3ccccc3CC2C)c(OC)c1 (centres undefined),2.0%
CCOC(=O)c1nc2ccc(C)cc2c2c1C1CC(c3c(Cl)cccc31)N2C(=O)OCc1ccccc1 (centres undefined),0.5%
CCN(CC)C(=O)C1=C(C)N(CCCOC)C(=O)C(CC(=O)NC2CCCC2)C1 (centres undefined),i
C[C@H](CO)N1C[C@H](C)[C@@H](CN(C)C(=O)c2ccccn2)Oc2cc(Br)ccc2S1(=O)=O,2.1%
CCc1noc(C)c1C(=O)N1CCN(c2ccc([N+](=O)[O-])cc2)CC1,0.3%
COc1ccccc1N1CCN(CCS(=O)(=O)c2cc(Cl)ccc2Cl)CC1,0.5%
COCCN(C(=O)COC(=O)c1ccc(Br)o1)c1c(N)n(Cc2ccccc2)c(=O)[nH]c1=O,0.1%
COc1cccc(/C=C/C(=O)OCC(=O)c2ccc[nH]2)c1,0.7%
C[C@H]1CN([C@@H](C)CO)C(=O)CCCn2nncc2CO[C@H]1CN(C)S(C)(=O)=O,1.5%
COc1ccccc1CNC(=O)C(=O)NCC1CCCN1S(=O)(=O)c1cc(C)ccc1C (centres undefined),i
COCn1ccnc1C(=O)c1ccco1,0.4%
C[C@@H]1CN([C@H](C)CO)C(=O)c2c(c3ccccc3n2C)-c2ccccc2CO[C@H]1CN(C)Cc1cccc(C(=O)O)c1,i
CC1=C(C(=O)N(C)C)CC(CC(=O)NC2CC2)C(=O)N1Cc1ccccc1 (centres undefined),1.6%
O=C(CC1CC2CCC1C2)N1CCN(S(=O)(=O)c2ccc(F)cc2)CC1 (centres undefined),0.8%
N#C/C(=C\c1ccncc1)c1nc2ccccc2[nH]1,11%
COc1cccc(CNC(=O)c2ccc(F)c(S(=O)(=O)N3CCCCC3)c2)c1,i
COc1ncnc2c1ncn2CCCNCc1ccc(C)o1,i
O=[N+]([O-])c1cccc(C2Nc3ccccc3CO2)c1 (centres undefined),i
CCC(C)N(C(=O)COC(=O)c1ccc(N)c([N+](=O)[O-])c1)C1CCS(=O)(=O)C1 (centres undefined),i
CC(C)NC(=O)N(C)C[C@H]1OCCCC[C@@H](C)Oc2ccc(NC(=O)C3CCCCC3)cc2C(=O)N([C@H](C)CO)C[C@@H]1C,1.5%
C/C(COc1ccccc1)=N\NC(=O)c1nnn(-c2nonc2N)c1-c1ccc(C)cc1,i

# 5 compounds drawn at random from the list so far, as already listed:
SMILES,VEEV TC-83 Vero
COc1ccccc1N1CCN(CCS(=O)(=O)c2cc(Cl)ccc2Cl)CC1,0.5%
C[C@@H]1CN([C@H](C)CO)C(=O)c2c(c3ccccc3n2C)-c2ccccc2CO[C@H]1CN(C)Cc1cccc(C(=O)O)c1,i
CCOC(=O)c1nc2ccc(C)cc2c2c1C1CC(c3c(Cl)cccc31)N2C(=O)OCc1ccccc1 (centres undefined),0.5%
CCN(CC)C(=O)C1=C(C)N(CCCOC)C(=O)C(CC(=O)NC2CCCC2)C1 (centres undefined),i
CCc1noc(C)c1C(=O)N1CCN(c2ccc([N+](=O)[O-])cc2)CC1,0.3%

# The list continues:
SMILES,VEEV TC-83 Vero
C[C@@H]1CN([C@@H](C)CO)C(=O)CCCn2nncc2CO[C@@H]1CN(C)C(=O)Nc1ccc(C(F)(F)F)cc1,1.8%
c1ccc(N=C2SCCCS2)cc1,0.8%
Cc1noc(C)c1S(=O)(=O)Nc1ccc2c(c1)C(=O)N([C@@H](C)CO)C[C@H](C)[C@@H](CN(C)Cc1ccc(C(F)(F)F)cc1)OCCCC[C@H](C)O2,6.4%
Cc1cc(C)cc(-n2ncc3c2CCCC3NC(=O)c2ccccc2)c1 (centres undefined),1.6%
CCCCN1C(=O)C(CC(=O)NCCN2CCOCC2)CC(C(=O)N2CCOCC2)=C1C (centres undefined),i
CC1C(=O)N(Cc2cn(CC3CCCCC3)nn2)CCS(=O)(=O)N1Cc1ccc(-c2cccc(N(C)C)c2)cc1 (centres undefined),1.8%
O=C(Nc1ccc2c(c1)[C@@H]1C[C@@H](CC(=O)N3CCOCC3)O[C@@H](CO)[C@@H]1O2)NC1CCCC1,i
Cc1ccc(NC(=O)CN(C)C(=O)COC(=O)COc2cc(C)cc(C)c2)cc1,0.0%
COc1ccc([C@H]2CN(c3ccc(OC)cc3)C(=O)[C@@H]2CC(=O)Nc2ccc(Br)cc2)cc1,2.0%
COc1ccc(NC(=O)N(C)C[C@@H]2Oc3cc(Br)ccc3S(=O)(=O)N([C@H](C)CO)C[C@H]2C)cc1,i
CSc1ccccc1OCc1cc(C(=O)NCC(C)Oc2cccnc2)no1 (centres undefined),4.2%
COc1ccc(-c2ccc(SCC(=O)NC3CCCC3)nn2)cc1,0.7%
CCCCCCn1c(=O)n2n(c1=O)C[C@]1(OC(=O)NC3CCCC3)CN(S(=O)(=O)c3ccc(C)cc3)C[C@]1(O)C2,0.5%
c1cc2c(c(CC3CO3)c1CC1CO1)OCCOCCOCCOCCO2 (centres undefined),i
Cc1ccc2nc(-c3ccc(Br)cc3)cc(C(=O)NCC3CCCO3)c2c1 (centres undefined),i
C[C@H](O)[C@@H]1CN2CCc3c([nH]c4ccccc34)[C@@H]2C[C@@H]1N(C)Cc1cc(Cl)cc(Cl)c1,i
O=[N+]([O-])c1ccc(CN2CC(N3CCN(CCO)CC3)CS2(=O)=O)cc1 (centres undefined),0.3%
O=C(c1cc(C2CC2)nn1-c1ccccc1)N1CCN(S(=O)(=O)c2ccc(F)cc2)CC1,1.1%
Cc1ccc(C=O)c([B-](F)(F)F)c1,0.5%
O=C(NCc1ccc(F)cc1)N1[C@H]2CC[C@@H]1C=C(c1ccc(F)cc1OCc1ccccc1)C2,1.1%
CN(C(=O)CSc1nc(N)cc(=O)[nH]1)C1CCCCC1,0.0%
O=C1C(=C(c2ccccc2)N2CCOCC2)Cc2ccccc21,i
CC(C)(C)Cc1c(-c2ccccc2)nc2ccc(Br)cn12,1.2%
COC(=O)NC1CC2C=CC1C1C=CC21 (centres undefined),0.3%

# 6 successive entries from above, quoted:
SMILES,VEEV TC-83 Vero
C[C@H](O)[C@@H]1CN2CCc3c([nH]c4ccccc34)[C@@H]2C[C@@H]1N(C)Cc1cc(Cl)cc(Cl)c1,i
O=[N+]([O-])c1ccc(CN2CC(N3CCN(CCO)CC3)CS2(=O)=O)cc1 (centres undefined),0.3%
O=C(c1cc(C2CC2)nn1-c1ccccc1)N1CCN(S(=O)(=O)c2ccc(F)cc2)CC1,1.1%
Cc1ccc(C=O)c([B-](F)(F)F)c1,0.5%
O=C(NCc1ccc(F)cc1)N1[C@H]2CC[C@@H]1C=C(c1ccc(F)cc1OCc1ccccc1)C2,1.1%
CN(C(=O)CSc1nc(N)cc(=O)[nH]1)C1CCCCC1,0.0%

# Following part:
SMILES,VEEV TC-83 Vero
O=C(CCNC(=O)N1CC(=O)Nc2ccccc21)NCCc1ccc(Cl)cc1,5.8%
CC1CN(S(=O)(=O)c2cccc(C(=O)Nc3ccc(N4CCCCC4)cc3)c2)CC(C)O1 (centres undefined),0.5%
O=C(NCC1=C(c2ccc3ccccc3c2)C[C@@H]2CC[C@H]1N2Cc1ccco1)c1nccs1,2.8%
Cc1ccc(S(=O)(=O)N(C)CC(=O)N(C)CCOc2ccccc2)cc1,i
CS(=O)(=O)N1CCC(C(=O)Nc2ccc(Cl)cc2Cl)CC1,4.8%
C[C@H](CO)N1C[C@H](C)[C@H](CN(C)C(=O)Nc2ccc3c(c2)OCCO3)OCc2cnnn2CCCC1=O,i
Cc1ccccc1C(=O)NC1CC2CCCC(C1)N2CC(C)C (centres undefined),0.2%
O=C1CCN(CCCN2CCC(=O)NC2=S)C(=S)N1,i
CCCOc1ccc(C(=O)Nc2ccc(N3CCOCC3)cc2N2CCOCC2)cc1OCC,6.7%
C[C@H]1CN(c2ccc(Br)cc2)C(=O)[C@@H]1CC(=O)Nc1ccccc1,2.0%
CCCCc1cc(=O)oc2cc(OC(C)C(=O)NCCN3CCOCC3)ccc12 (centres undefined),0.9%
O=C1NN=C2CCCCCC12 (centres undefined),0.8%
Nn1c(SCC(=O)NC2CCCCCC2)nnc1-c1ccco1,1.1%
CC1C(=O)N(Cc2cn(CCC3OCCCO3)nn2)CCS(=O)(=O)N1Cc1ccc(-c2ccc(Cl)c(Cl)c2)cc1 (centres undefined),i
O=C1CC2CCCC(C1)S2=O (centres undefined),i
Cc1ccc([C@@H]2C[C@H]3[C@@H](CN2S(=O)(=O)c2ccc(C)cc2)C(=O)C[C@@H](c2ccc(C)cc2)N3S(=O)(=O)c2ccc(Cl)cc2)cc1,0.5%
C[C@H]1CN([C@@H](C)CO)C(=O)CCCn2cc(nn2)CO[C@@H]1CN(C)C(=O)Nc1ccc(N2CCCCC2)cc1,2.5%
O=[N+]([O-])c1ccc(C=NN2CCOCC2)s1,0.1%
CCOc1ccc(NC(=O)CSc2nc3ccsc3c(=O)n2CCCCC(=O)O)cc1,0.2%
O[C@@H]1CN(CC2CCCCC2)[C@@H](c2ccc(Cl)cc2)C[C@H]1n1cc(-c2ccc(F)cc2)nn1,0.4%
CN1C2CNC(=O)CC1C1CCC2C1 (centres undefined),i
CCCN(C)C[C@@H]1OCc2cnnn2CCCC(=O)N([C@H](C)CO)C[C@H]1C,0.6%
CCCN1CCN(C(=O)c2ccc(CS(=O)c3ccc(Br)cc3)o2)CC1 (centres undefined),1.4%
CC(=O)Nc1ccc(NC(=O)c2ccc(S(=O)(=O)N3CCCCCC3)cc2)cc1,2.8%
Cc1cccc2c(=O)n(C(=O)c3ccccc3)c(N)nc12,36%
O=C(Nc1cccc([N+](=O)[O-])c1)c1ccc([N+](=O)[O-])o1,44%
O=c1c2ccccc2sn1-c1ccc(Cl)cc1,9.6%
COc1ccc(NC(=O)N(C)C[C@H]2OCc3cn(nn3)CCCC(=O)N([C@@H](C)CO)C[C@@H]2C)cc1,1.7%
O=c1c2ccccc2nc(CBr)n1-c1ccc(Cl)cc1,1.7%
Nc1ccccc1-c1nc2ccncc2[nH]1,0.8%
Cc1ccc(Cl)cc1NCN1C(=O)c2ccccc2C1=O,2.5%
COc1cccc(/C=C/C(=O)OCC(=O)N2c3ccccc3CC2C)c1 (centres undefined),0.4%
C[C@H](CO)N1C[C@H](C)[C@H](CN(C)C(=O)c2ccc(N3CCN(C)CC3)cc2)OCc2cnnn2CCCC1=O,0.8%
O=C(O)C1CCN(C(=O)c2ccc(S(=O)(=O)N3CCCCCC3)cc2)CC1,1.4%
COc1cc2c(=O)n(C)c3ccccc3c2cc1OC,7.4%
COc1ccc(CCC(=O)O)c(C(CC(=O)O)C(=O)O)c1OS(=O)(=O)c1ccc(C)cc1 (centres undefined),0.6%
C[C@@H]1CNC(=O)c2c(C(=O)N[C@@H](Cc3c[nH]c4ccccc34)C(=O)OC(C)(C)C)ncn21,9.9%
Cc1sc2ncnc(N3CCC(C(=O)N(C)CC(=O)Nc4cccc(F)c4)CC3)c2c1C,7.5%
Cc1ccc(S(=O)(=O)N(C)C[C@H]2Oc3ncc(-c4ccccc4)cc3C(=O)N([C@@H](C)CO)C[C@@H]2C)cc1,5.0%
O[C@H]1C[C@H](c2ccc(Cl)cc2)N(CC2CCCCC2)C[C@@H]1n1cc(-c2ccc(F)cc2)nn1,71%
O=S(=O)(N=C1C=CC(=NS(=O)(=O)c2ccccc2)c2ccccc21)c1ccccc1,3.4%
C[C@H](O)[C@@H]1C(=O)N2CCc3c([nH]c4ccccc34)[C@@H]2C[C@@H]1N(C)C(=O)NC1CCCCC1,i
CC(=O)Nc1ccc(NC(=O)CSc2nc(=O)n(CCCN3CCOCC3)c3c2CCC3)cc1,2.8%
O=C(NCCc1ccc(Cl)cc1)c1cc(S(=O)(=O)N2CCCC2)ccc1F,2.2%
CC(Oc1ccc(Br)cc1)C(=O)N(Cc1ccccc1)c1c(N)n(Cc2ccccc2)c(=O)[nH]c1=O (centres undefined),0.7%
CCC(CC)c1nnc(NC(=O)CSCc2c(C)noc2C)s1,2.4%
O=C1C(=Cc2ccccn2)CCc2ccccc21,u
C[C@@H]1CCCCO[C@H](CN(C)C(=O)Cc2ccccc2)[C@@H](C)CN([C@H](C)CO)C(=O)c2cc(NC(=O)Nc3ccccc3)ccc2O1,1.4%
CNS(=O)(=O)c1ccc(CNC[C@H]2O[C@@H](n3cc(C)c(=O)[nH]c3=O)C[C@@H]2O)cc1,i
COc1ccccc1CNC(=O)C[C@@H]1C[C@H]2c3cc(NC(=O)c4ccc5c(c4)OCO5)ccc3O[C@H]2[C@@H](CO)O1,2.0%
O=C1CC[C@@H](C(=O)N2CSC[C@@H]2C(=O)Nc2cccc(C(F)(F)F)c2)N1,5.2%
COc1ccccc1-c1ccccc1C1=CC(=O)CC(C)(C)C1=O,4.5%
O=C(C[C@H]1C[C@@H]2c3cc(NC(=O)C4CCC4)ccc3O[C@@H]2[C@H](CO)O1)NC1CCCCC1,i
CCCc1nn2c(-c3ccccc3)nnc2o1,0.6%
Cc1ccccc1C(=O)NCC(=O)OCC(=O)NNC(=O)c1ccccc1F,2.0%
CCN(CC)C(=O)C1=C(C)N(CCCN2CCCC2=O)C(=O)C(CC(=O)NCc2cccc3ccccc23)C1 (centres undefined),i
COc1ccc(C(O)c2cnc(C)n2Cc2ccccc2)cc1 (centres undefined),0.5%
CCCNC(=O)CSc1ccc(S(=O)(=O)N(C)C2CCCCC2)cn1,i

# High-throughput results: PubChem, Southern Research Specialized Biocontainment Screening Center
